Tau fibril ThT – inhibitors of human tau fibril formation, thioflavin T binding; P10636; Potency, µM (titrated, usually from 57.4 µM), for the others: top-dose activity, negative = inhibition, hits mostly inhibitors; 270,000 tested, 2.1% active; recombinant tau K18 P301L (four-repeat tau fragment), heparin-induced fibrillization, ThT fluorescence; AID 1460; also: % is scaled to controls: 0 for no effect and ±100 for the full control effect; nearly all actives have a fitted effect of over 55% in size
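Heparin-induced fibrillization of the P301L-mutant K18 repeat-domain fragment of human tau was followed by ThT binding in quantitative high-throughput format.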
KDM4E inh – inhibitors of human JMJD2E histone demethylase; B2RXH2; JMJD2E catalytic domain, FDH-coupled NADH fluorescence (FDH is formaldehyde dehydrogenase); Potency, µM (doses to about 57.1 µM), for inactives: top-dose activity change, negative = inhibition, actives largely listed as inhibitors; 230,000 tested, 1.6% active; active = well fitted inhibition curve with a large enough effect, not every such curve was filed as active; inconclusive = small, poorly fitted or top-dose-only effect, or another doubt; inactive = no such curve, though single readings can be large or run the other way;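 also: 0% = wells with enzyme and -100% = buffer wells without enzyme; nearly all actives have a fitted effect of over 50% in size; many of its hits are not listed in these tables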
Target sequence (B2RXH2 1-337 limits assumed): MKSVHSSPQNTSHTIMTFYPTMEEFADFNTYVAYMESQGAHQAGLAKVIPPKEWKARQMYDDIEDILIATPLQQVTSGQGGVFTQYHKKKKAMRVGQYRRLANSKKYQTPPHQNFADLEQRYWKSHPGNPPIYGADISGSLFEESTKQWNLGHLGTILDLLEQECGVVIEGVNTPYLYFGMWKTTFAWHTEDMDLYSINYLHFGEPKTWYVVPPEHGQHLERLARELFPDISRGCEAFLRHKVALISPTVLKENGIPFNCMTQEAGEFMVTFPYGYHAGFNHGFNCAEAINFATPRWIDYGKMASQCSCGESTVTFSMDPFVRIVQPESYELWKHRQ
L3MBTL1 inh – L3MBTL1 (human) inhibition | Q9Y468 | Potency, µM (series often up to 57.1 µM), without a hit: at the highest dose activity, negative = inhibition, actives largely listed as inhibitors | 230,000 tested, 0.66% active | AlphaScreen L3MBTL1–H3K9me1 peptide binding; also: % is scaled to controls: 0 for no effect and ±100 for the full control effect; nearly all actives have a fitted effect of over 60% in size
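First, the protein-peptide complex forms for 30 min at room temperature (L3MBTL1 50 nM, biotinylated H3K9me1 peptide 75 nM). Next, compounds are pin-transferred and incubated 30 min. Finally, AlphaScreen beads are added and read after 30 min.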
ALDH1A1 block – ALDH1A1 (human) enzyme inhibition; Potency, µM (top dose mostly 75.3 µM), for inactives: top-dose activity, negative = inhibition, actives largely listed as inhibitors; Purified ALDH1A1, NADH fluorescence, propionaldehyde substrate; AID 1030; 220,000 tested, 7.3% active; P00352; active = well fitted inhibition curve with a large enough effect, not every such curve was filed as active; inconclusive = small, poorly fitted or top-dose-only effect, or another doubt; inactive = no such curve, though single readings can be large or run the other way;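 also: plate controls were no enzyme wells and a reference inhibitor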
Lamin A splicing – changes lamin A minigene splicing in HeLa cells; HeLa LMNA splicing GFP/RFP minigene ratio, 48 h; Potency, µM (highest dose often 46.1 µM), inactives show at the top dose ratio change, negative = inhibition, actives largely listed as inhibitors; 200,000 tested, 0.01% active; AID 1487; active = well fitted inhibition curve with a large enough effect in the signal ratio, with a control signal flat, not every such curve was filed as active; inconclusive = small, poorly fitted or top-dose-only effect, or effect the other way, or a change in a side signal; the % refers to the signal ratio; also: % is scaled to controls: 0 for no effect and ±100 for the full control effect
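S3 HeLa cells stably expressing lamin A-EGFP splicing minigene plus DsRed2, 600 cells/well, 48 h compound exposure at 37C. Laser-scanning cytometry; analysed as GFP (500-530 nm)/RFP (575-640 nm) total intensity ratio; 0.5% DMSO vehicle.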
KinaseGlo FLuc – Kinase-Glo luciferase inhibition (counter-screen). Potency, µM (series often up to 38.3 µM), for inactives: at the highest dose activity change, negative = inhibition, usual class: inhibitors. Kinase-Glo luciferase, ATP luminescence, 8 min. 200,000 tested, 0.28% active; also: % is scaled to controls: 0 for no effect and ±100 for the full control effect; nearly all actives have a fitted effect of over 60% in size
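Inhibition of Kinase-Glo luciferase light generation was assessed at 10 uM ATP in pH 7.2 imidazole buffer, with luminescence measured after eight minutes at ambient temperature.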
SMN2 splice enh – increases expression of the SMN2 splice variant; HEK293 SMN2-luciferase splicing reporter, luminescence, 30-36 h; Potency, µM (titrated, usually from 46.1 µM), inactives show at the top dose activity change, positive = activation, actives largely listed as activators; 210,000 tested, 2.8% active; AID 1458; also: % of control where 0% means no effect; nearly all actives have a fitted effect of over 55% in size
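qHTS luciferase splicing reporter: luminescence rises when SMN2 exon 7 is included in transfected HEK293 cells. Compound exposure lasted 30-36 h at 37C, with 4.5 mM final sodium butyrate as control, followed by a ONE-Glo read.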
RECQ1 helicase – RECQ1 (human) helicase inhibition | AID 2549 | 240,000 tested, 0.54% active | Potency, µM (series often up to 57.3 µM), for the others: at the highest dose activity, negative = inhibition, most hits filed as inhibitors | RECQ1 DNA unwinding, red fluorescence kinetic read | P46063;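 also: plate controls were vehicle for no effect and no enzyme for full effect; nearly all actives have a fitted effect of over 30% in size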
Target sequence (P46063 whole entry, looked up): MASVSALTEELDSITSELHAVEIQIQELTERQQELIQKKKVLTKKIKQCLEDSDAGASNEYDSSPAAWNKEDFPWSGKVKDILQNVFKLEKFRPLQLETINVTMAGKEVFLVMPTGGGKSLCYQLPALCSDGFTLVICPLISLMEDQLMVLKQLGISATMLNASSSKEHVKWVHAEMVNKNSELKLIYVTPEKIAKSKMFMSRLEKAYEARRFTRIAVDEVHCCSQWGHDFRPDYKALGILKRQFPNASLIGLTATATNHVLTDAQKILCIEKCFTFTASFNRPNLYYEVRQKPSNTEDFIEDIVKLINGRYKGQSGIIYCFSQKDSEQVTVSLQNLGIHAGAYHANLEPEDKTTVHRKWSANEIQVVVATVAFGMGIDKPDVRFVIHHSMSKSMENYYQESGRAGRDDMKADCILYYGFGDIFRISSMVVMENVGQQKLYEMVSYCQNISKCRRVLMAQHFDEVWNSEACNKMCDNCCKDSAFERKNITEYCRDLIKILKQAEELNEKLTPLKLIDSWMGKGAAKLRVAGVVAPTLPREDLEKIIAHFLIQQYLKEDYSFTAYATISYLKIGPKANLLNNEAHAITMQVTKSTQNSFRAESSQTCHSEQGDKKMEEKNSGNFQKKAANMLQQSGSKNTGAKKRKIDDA
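50 nM RECQ1T1 preincubated 15 min with compound in Tris pH 8.0 buffer with MgCl2, DTT, Tween-20 and 2.5 ug/ml poly(dI-dC); started with 200 nM TAMRA/BHQ-2 forked duplex and 2 mM ATP. Unwinding read as fluorescence (525/598 nm), two reads 2 h apart.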
Starred values were filed as active, the others as inactive; i = inactive; ? = inconclusive; nt = no result given; [ ] = remark or other dose. Unless noted, calls follow the shape of the dose curve; as a rule, active = well fitted curve in the direction sought with a large enough effect; inconclusive = small, poorly fitted or top-dose-only effect, or another doubt; inactive = no such curve, though single readings can be large; an effect the other way counts as inactive or inconclusive. Potency is read from the fitted curve at half-maximal effect. These rows are one share of the data (hit frequency here may not be typical).

The line under a structure holds: ALDH1A1 block | RECQ1 helicase | Lamin A splicing | KinaseGlo FLuc | Tau fibril ThT | L3MBTL1 inh | SMN2 splice enh | KDM4E inh
1. Cc1c(Cl)cccc1NC(=S)N(CCCN1CCOCC1)Cc1ccco1
    6% | -4% | 4%[9.22 µM] | 5% | -1% | -6% | 3% | -1%
2. CCOc1cccc(-c2nnc(SCC(=O)Nc3cc(C)ccc3OC)n2N)c1
    -1% | i | 14% | -3% | -17% | 35%[activator] | -6% | 2%
3. CCOC(=O)c1cnc(SC2CC(=O)N(c3ccccc3)C2=O)nc1N (configuration not stated)
    ? | ? | ? | 1% | -19% | -4% | -2% | 0%
4. COc1ccc(C(=O)c2ccc(Cl)cc2Cl)cc1
    2% | i | -3% | -2% | ? | nt | -20% | 1%
5. CC(=NCCc1c(C)[nH]c2ccc(OC(F)(F)F)cc12)C1=C(O)CC(c2ccccc2)CC1=O (configuration not stated)
    -2% | -6% | nt | 5% | 1% | -8% | -9% | 1%
6. O=C(CCNS(=O)(=O)c1cccc2nsnc12)NCCC1=CCCCC1
    ? | -5% | -1% | 3% | -2% | nt | ? | 6%
7. CCC/C=C(\CCC)C(NC(=O)CCc1ccccc1)c1ccc(C(F)(F)F)cc1 (configuration not stated)
    -2% | i | nt | -4% | -13% | nt | -17% | -3%
8. CCCNc1nc2c(c(=O)n(C)c(=O)n2C)n1CCc1ccccc1
    12% | 10% | ? | 0% | 0% | -1% | -43%[inhibitor] | -2%
9. CCCCC#Cc1nc(N)c2ncn([C@@H]3O[C@H](C(=O)NCC)[C@@H](O)[C@H]3O)c2n1
    7.9µM* | -2% | 2% | -2% | 2% | nt | ? | 18%
10. CC(=O)Nc1ccc2nc(C)n(Cc3ccc(Cl)cc3)c(=O)c2c1
    2% | i | ? | 0% | -8% | -1% | 13µM* | -2%
11. O=C(NCc1ccco1)c1ccc2c(c1)C(=O)N(Cc1ccccc1)C2=O
    13µM* | 6% | -1% | 3% | -14% | -9% | 2% | 1%
12. COCC(=O)Nc1ncc(S(=O)(=O)c2ccc([N+](=O)[O-])cc2)s1
    ? | -7% | -1%[46 µM] | 5% | -10% | 6% | 0% | -7%
13. O=C(Nc1ccc(N2CCOCC2)c(S(=O)(=O)Nc2ccc(Cl)cc2)c1)c1cnccn1
    2µM* | i | ? | nt | ? | -9% | nt | -3%
14. CC/C(=N\NC(=O)OC)c1ccc(OC(F)F)cc1
    9% | i | -13%[46 µM] | 1% | -9% | -2% | 15% | -2%
15. COc1ccc(C2CC(c3ccc(F)cc3)Nc3nc(N)nn32)cc1 (configuration not stated)
    2% | -9% | -7% | 0% | -5% | ? | 1% | -7%
16. CCc1nnc(NC(=O)CN2CCN(c3nc(-c4ccccc4)cs3)CC2)s1
    -3% | -6% | ? | 0% | -15% | -11% | -21% | 0%
17. Cc1ccc(/C=N/NC(=O)CSc2nc3ccccc3n2Cc2ccccc2)o1
    ? | -5% | ? | -1% | -18% | -11% | -15% | -4%
18. Cc1nc(C(F)(F)F)c(C(=O)NC(=O)Nc2ccccc2)s1
    -1% | -1% | 6% | 4% | 2% | 3% | 2% | 6%
19. CCc1ccc(C(=O)N/N=C/c2cccc3ccccc23)nc1
    -2% | -9% | -15% | -2% | ? | -8% | ? | -11%
20. O=C1C2CC=CCC2C(=O)N1c1ccc(OCC(O)Cn2nnc3ccccc32)cc1 (configuration not stated)
    ? | i | ? | 0% | -8% | nt | -59%[inhibitor] | -2%
21. CCN(c1ccccc1)S(=O)(=O)c1ccc(OC)c(OC)c1
    -2% | -13% | 0% | 1% | -10% | nt | -13% | -10%
22. O=C(OCCOCCO)c1ccccc1Nc1cccc(C(F)(F)F)c1
    7%[20.9 µM] | -10%[25.9 µM] | ? | 1%[17.1 µM] | nt | nt | -6%[20.6 µM] | -12%[25.5 µM]
23. O=C(O)CCSc1nc2ccc(Br)cc2[nH]1
    -3% | -5% | 2% | nt | -5% | 51%[activator] | nt | ?
24. COc1ccc2[nH]c(=O)c(CN(CCN(C)C)C(=O)NCc3ccccc3)cc2c1
    ? | 5% | 4% | -1% | -9% | nt | 24% | ?
25. Cc1cc(NC(=O)c2ccccc2)n(C(C)(C)C)n1
    2% | -5% | 4%[46 µM] | nt | 1% | 5% | nt | -7%
26. O=C(CC(Cc1ccccc1)C(=O)O)NCCc1ccc2c(c1)OCO2 (configuration not stated)
    4% | -11% | ? | -1% | 5% | 6% | -4% | -8%
27. CCN(CC)C(=O)C1CCN(Cc2cn(C)nc2-c2ccc(Oc3ccccc3)cc2)CC1
    5% | -4% | nt | 0% | -8% | -19% | nt | 4%
28. COc1ccc(CCN(C)CCC(=O)Nc2cccc(C)c2)cc1OC
    nt | -10% | nt | nt | -6% | -1% | nt | 4%
29. Cc1cc(C)n(-c2ccn(Cc3ccc(Cl)cc3Cl)c(=O)n2)n1
    -7% | -8% | ? | -6% | -4% | -2% | -34%[inhibitor] | -10%
30. Cc1ccc(Nc2cc(C)nn2-c2nc(C)cc(C)n2)cc1
    -4% | -10% | ? | 0% | ? | -7% | -40%[inhibitor] | 2%
31. O=C(Nc1ccc(Cl)cn1)c1ccc(-c2cc(Cl)ccc2Cl)o1
    18µM* | 1% | -2% | nt | 7.9µM* | -3% | nt | 4%
32. O=[N+]([O-])c1cn(Cc2ccccc2)cn1
    8% | -6% | -5% | -1% | 6% | 5% | 0% | -2%
33. Cn1c(SCC(=O)N2CCCCC2)nc2cccnc21
    -13% | -3% | 4% | 3% | -5% | -8% | -9% | 1%
34. COc1ccc(N2CCN(Cc3nc4sc(C)c(C)c4c(=O)[nH]3)CC2)cc1
    4% | i | -15%[46 µM] | 1% | -8% | -1% | 3% | -1%
35. CCC1C(=O)n2nc(-c3ccccc3)cc2N=C1C (configuration not stated)
    ? | 4% | -9% | -9% | -11% | -20% | 13µM* | -4%
36. COCCNC(=O)C(c1ccc(C)o1)N(CCOC)C(=O)Cn1nnc2ccccc21 (configuration not stated)
    ? | -5% | -4%[46 µM] | -6% | -7% | -4% | nt | -12%
37. COC(=O)C(C)Sc1ccc2nnc(CCNS(=O)(=O)c3ccccc3)n2n1 (configuration not stated)
    ? | 2% | ? | 1% | 4% | nt | -20% | ?
38. COc1ccc(-c2ccnc3ncnn23)cc1
    ? | -1% | nt | nt | -4% | nt | nt | ?
39. Cc1cccc(NC(=O)COC(=O)CCc2ccc(S(=O)(=O)N3CCOCC3)cc2)c1C
    3.5µM* | 22% | nt | 4% | 4% | -16% | 12% | -23%
40. C=CCOC(=O)[C@H](O)[C@@H](O)C(=O)OCC=C
    0% | -3% | nt | -1% | 3% | nt | 10% | -4%
41. O=C(Nc1ccc([N+](=O)[O-])cc1)Nc1nc(-c2ccc(Cl)s2)cs1
    ? | -8% | ? | -4% | 0% | 21% | -73%[inhibitor] | -7%
42. Cc1ccc(C(=O)Nc2ccc(C(=O)N3CCCCC3)cc2)cc1
    ? | -9% | 12%[46 µM] | -2% | -11% | -5% | 26% | 2%
43. CCCc1cc(-c2n[nH]c(=S)n2Cc2ccccc2)cs1
    7.9µM* | i | -7% | -3% | ? | nt | -19% | ?
44. CCN(CC)Cc1c(O)c(Cl)cc2c(C)c(C)c(=O)oc12
    ? | -6% | -3% | 0% | -11% | nt | -7% | ?
45. CC(=O)Nc1ccc(NC(=O)COC(=O)c2n[nH]c3ccccc23)cc1
    10% | i | nt | 0% | ? | -2% | -13% | -6%
46. Cc1nc(SCC(=O)c2cc3ccccc3oc2=O)c(C#N)c(C)c1C(=O)Nc1ccccc1
    ? | -3% | ? | 4% | 1% | -2% | -40%[inhibitor] | -1%
47. Cc1cc2cc(CCNC(=O)C3c4ccccc4Oc4ccccc43)c(=O)[nH]c2cc1C
    9% | -4% | -8% | 0% | -20% | 4% | 11% | 5%
48. CCOC(=O)Cn1nnnc1CN1CCN(c2ccc(OC)cc2)CC1
    -8% | 3% | ? | -4% | -7% | 2% | nt | -6%
49. Cc1cc(C)nc(/N=C(\N)Nc2ccc3c(c2)OCCO3)n1
    -3% | 1% | nt | 2% | 3% | ? | -95%[inhibitor] | -6%
50. CC1(OC(=O)CCc2ccccc2)C(=O)C=C2C=C(C3CC3)OC=C2C1=O (configuration not stated)
    -3% | i | nt | -2% | ? | nt | 14% | 0%

Reprinted from the listing (nine entries):
The line under a structure holds: ALDH1A1 block | RECQ1 helicase | Lamin A splicing | KinaseGlo FLuc | Tau fibril ThT | L3MBTL1 inh | SMN2 splice enh | KDM4E inh
1. Cc1c(Cl)cccc1NC(=S)N(CCCN1CCOCC1)Cc1ccco1
    6% | -4% | 4%[9.22 µM] | 5% | -1% | -6% | 3% | -1%
2. CCOc1cccc(-c2nnc(SCC(=O)Nc3cc(C)ccc3OC)n2N)c1
    -1% | i | 14% | -3% | -17% | 35%[activator] | -6% | 2%
3. CCOC(=O)c1cnc(SC2CC(=O)N(c3ccccc3)C2=O)nc1N (configuration not stated)
    ? | ? | ? | 1% | -19% | -4% | -2% | 0%
4. COc1ccc(C(=O)c2ccc(Cl)cc2Cl)cc1
    2% | i | -3% | -2% | ? | nt | -20% | 1%
5. CC(=NCCc1c(C)[nH]c2ccc(OC(F)(F)F)cc12)C1=C(O)CC(c2ccccc2)CC1=O (configuration not stated)
    -2% | -6% | nt | 5% | 1% | -8% | -9% | 1%
6. O=C(CCNS(=O)(=O)c1cccc2nsnc12)NCCC1=CCCCC1
    ? | -5% | -1% | 3% | -2% | nt | ? | 6%
7. CCC/C=C(\CCC)C(NC(=O)CCc1ccccc1)c1ccc(C(F)(F)F)cc1 (configuration not stated)
    -2% | i | nt | -4% | -13% | nt | -17% | -3%
8. CCCNc1nc2c(c(=O)n(C)c(=O)n2C)n1CCc1ccccc1
    12% | 10% | ? | 0% | 0% | -1% | -43%[inhibitor] | -2%
9. CCCCC#Cc1nc(N)c2ncn([C@@H]3O[C@H](C(=O)NCC)[C@@H](O)[C@H]3O)c2n1
    7.9µM* | -2% | 2% | -2% | 2% | nt | ? | 18%
